# Hsp90 Hop PPI: changes Hsp90-Hop TPR2A binding signal, up or down | AlphaScreen TPR2A-His6 binding biotin-Hsp90 C-terminal peptide | Potency, µM (titrated, usually from 57 µM), for the others: at the top dose activity change, negative = inhibition | actives 0.44% (n = 71,000); active = well fitted curve in either direction with a large enough effect; inconclusive = small, poorly fitted or top-dose-only effect, or another doubt; also: potency is read from the fitted curve at half-maximal effect; % is scaled to controls: 0 for no effect and ±100 for the full control effect; many of its hits are not listed in these tables
# HADH2 inh: blocks human hydroxyacyl-CoA dehydrogenase type II; Q99714; recombinant HADH2, NADH fluorescence, beta-hydroxybutyryl-CoA; Potency, µM (series often up to 57.1 µM), for inactives: at the highest dose activity change, negative = inhibition, hits mostly inhibitors; actives 3.4% (n = 73,000); also: potency is read from the fitted curve at half-maximal effect; % is scaled to controls: 0 for no effect and ±100 for the full control effect; nearly all actives have a fitted effect of over 60% in size; many of its hits are not listed in these tables
# Target sequence (Q99714 whole entry, looked up, one chain of several): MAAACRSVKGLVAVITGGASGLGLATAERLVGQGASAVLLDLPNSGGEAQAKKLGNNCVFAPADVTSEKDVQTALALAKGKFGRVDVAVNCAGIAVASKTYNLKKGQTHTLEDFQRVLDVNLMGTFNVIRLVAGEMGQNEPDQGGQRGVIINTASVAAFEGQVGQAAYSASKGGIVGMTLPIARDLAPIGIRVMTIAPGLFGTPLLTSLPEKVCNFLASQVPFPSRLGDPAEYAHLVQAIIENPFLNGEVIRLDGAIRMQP
#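 NADH fluorescence (ex 360/em 450 nm) read every 30 s for 4 min; activity taken as last-minus-first time point difference. Enzyme 20 nM, NAD+ 1 mM, beta-hydroxybutyryl-CoA 90 uM, pH 9.0 Tris buffer.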
# 15-hLO inh: 15-hLO (ALOX15) enzyme inhibition; P16050; purified 15hLO-1, xylenol orange hydroperoxide absorbance; Potency, µM (series often up to 57.1 µM), without a hit: at the top dose activity change, negative = inhibition, actives largely listed as inhibitors; actives 1.4% (n = 74,000); AID 887; also: potency is read from the fitted curve at half-maximal effect; % is scaled to controls: 0 for no effect and ±100 for the full control effect; nearly all actives have a fitted effect of over 55% in size
#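 Purified human 15hLO-1 (40 nM final) in 25 mM Hepes pH 7.5, 0.01% Triton X-100 was preincubated with compound 15 min at room temperature, then reacted 6 min with 50 uM arachidonic acid; hydroperoxide detected by Fe-XO, 573/405 nm absorbance ratio.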
# HBB splicing: alters splicing of the hemoglobin beta chain; actives 0.06% (n = 65,000); HBB splicing reporter cell assay, activation; EGFP reporter with mutant IVS2-654 intron; response scale: normalised to 500 nM splice-correcting PNA; Potency, µM (top dose mostly 46.1 µM), inactives show at the highest dose activation, hits mostly activators; also: potency is read from the fitted curve at half-maximal effect; 0% is about no effect
#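 Compounds were applied for 2 days to HeLa EGFP-654 cells, 500/well in Optimem with 2% FCS. The reporter's EGFP is disrupted by mis-splicing of beta-globin intron IVS2-654. Readout: summed well GFP fluorescence from 488 nm laser scanning; reference was 500 nM antisense […] 654 PNA.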
# Luciferase inh: firefly luciferase inhibition. purified firefly luciferase, luminescence, 8 min. Potency, µM (titrated, usually from 57.1 µM), inactives show at the top dose activity change, negative = inhibition, actives largely listed as inhibitors. actives 2.2% (n = 72,000). AID 411; also: potency is read from the fitted curve at half-maximal effect; % is scaled to controls: 0 for no effect and ±100 for the full control effect; nearly all actives have a fitted effect of over 40% in size
# Target sequence (P08659 whole entry, looked up): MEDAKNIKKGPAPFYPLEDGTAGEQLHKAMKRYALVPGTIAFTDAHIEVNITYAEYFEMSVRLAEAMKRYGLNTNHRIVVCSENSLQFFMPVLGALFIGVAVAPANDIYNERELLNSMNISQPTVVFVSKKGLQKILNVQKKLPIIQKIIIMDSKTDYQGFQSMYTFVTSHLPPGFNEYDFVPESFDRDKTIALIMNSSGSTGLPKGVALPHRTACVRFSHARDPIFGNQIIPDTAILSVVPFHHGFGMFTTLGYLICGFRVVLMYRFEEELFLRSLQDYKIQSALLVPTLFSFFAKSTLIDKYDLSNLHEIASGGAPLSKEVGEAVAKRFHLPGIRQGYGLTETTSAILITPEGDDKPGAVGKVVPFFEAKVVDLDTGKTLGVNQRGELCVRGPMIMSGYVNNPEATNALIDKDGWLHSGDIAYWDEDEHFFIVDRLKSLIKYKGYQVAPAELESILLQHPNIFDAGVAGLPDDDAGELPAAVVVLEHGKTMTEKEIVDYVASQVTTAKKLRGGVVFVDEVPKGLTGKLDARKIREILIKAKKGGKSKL
#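 Firefly luciferase (PKLight detection mix) with 10 uM ATP in pH 7.2 imidazole buffer (KCl, MgCl2, Tween 20, BSA). Compounds tested across a concentration series (qHTS). Luminescence read after 8 min at ambient temperature.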
# Pol III holo inh: inhibitors of bacterial DNA polymerase III holoenzyme; reconstituted DNA polymerase III holoenzyme replication, biochemical; Potency, µM (highest dose often 57.1 µM), for the others: at the top dose activity change, negative = inhibition; actives 0.25% (n = 71,000); also: potency is read from the fitted curve at half-maximal effect; % is scaled to controls: 0 for no effect and ±100 for the full control effect
#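 Reconstituted *E. coli* holoenzyme (0.35 nM Pol III, 1 nM beta, 154 nM SSB, 2 nM primase) was preincubated with compound for 15 min at RT. Synthesis on 1.4 nM ssM13Gori ran 35 min, then was stopped with PicoGreen/EDTA and read as dsDNA fluorescence.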
# CRE Fsk mod: modulators of forskolin-stimulated CRE signaling in CHO cells; CHO CRE-bla reporter (cAMP response element driving beta-lactamase), forskolin EC10, beta-lactamase ratio; Potency, µM (doses to about 38.2 µM), without a hit: at the highest dose activity change, negative = inhibition, hits mostly activators; actives 2.5% (n = 71,000); AID 662; active = well fitted activation curve with a large enough effect in the signal ratio, with a control signal flat, not every such curve was filed as active; inconclusive = small, poorly fitted or top-dose-only effect, or effect the other way, or a change in a side signal; the % refers to the signal ratio; also: potency is read from the fitted curve at half-maximal effect; % of control where 0% means no effect
#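 Modulation of forskolin-driven signalling is measured in CHO cells carrying a CRE-controlled beta-lactamase reporter. Cells are stimulated with EC10 NKH 477 in the presence of titrated compound for 3 h at 37 °C, then loaded with CCF4 for 2 h at room temperature.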
# ERK AVP inh: inhibitors of vasopressin-stimulated ERK signaling pathway; HEK293-V1b, vasopressin-stimulated pERK AlphaScreen; AID 995; Potency, µM (top dose mostly 57.5 µM), for the others: top-dose activity, negative = inhibition, actives largely listed as inhibitors; actives 0.99% (n = 72,000); also: potency is read from the fitted curve at half-maximal effect; % is scaled to controls: 0 for no effect and ±100 for the full control effect; nearly all actives have a fitted effect of over 55% in size
#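 qHTS, compounds titrated on V1b-expressing HEK293 cells. Preincubation 30 min at 37C, vasopressin 25 nM for 5 min, lysis 10 min, bead incubation 5 hr at room temperature.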
# Tau fil binding: binders of human tau filaments | recombinant tau filaments, thioflavin S fluorescence, 15 h; filaments grown with octadecylsulfate alongside compound | Potency, µM (series often up to 57.1 µM), inactives show top-dose activity change, negative = inhibition | actives 2% (n = 71,000);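 also: potency is read from the fitted curve at half-maximal effect; % is scaled to controls: 0 for no effect and ±100 for the full control effect; actives lower thioflavin S fluorescence by blocking filaments or displacing dye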
#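 Thioflavine S fluorescence (ex 450, em 510 nm) reports filaments formed from 1 uM human tau plus 30 uM ODS over 15 h at 37 C (10 mM HEPES pH 7.4, 100 mM NaCl, 5 mM DTT); compounds displacing dye or blocking filaments lower signal.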
# UbGFP stabilizer: proteasome inhibitors stabilizing ubiquitin-GFP reporter | Ubiquitin-GFP reporter cells, proteasome inhibition, GFP fluorescence; response scale: untreated = 0%, 10 µM MG-132 = 100% | Potency, µM (titrated, usually from 45.9 µM), for the others: top-dose activation (GFP accumulation), hits mostly activators | 67,000 tested, under 10 active; active = well fitted activation curve with a large enough effect, not every such curve was filed as active; inconclusive = small, poorly fitted or top-dose-only effect, or another doubt; inactive = no such curve, though single readings can be large or run the other way; also: potency is read from the fitted curve at half-maximal effect
#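 Proteasome block read as GFP accumulation: ubiquitin(G76V)-GFP U2OS cells exposed to compound (2.9 nM–46 uM) for 4 hr at 37 C. Normalization used untreated cells as 0% and 10 uM MG-132 as 100%; concentration-response curves fitted.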
# Epigenetic mod: derepresses silenced GFP locus in mouse C127i cells. mouse C127i GFP locus derepression, cytometry, 30 h. Potency, µM (top dose mostly 46.1 µM), without a hit: top-dose GFP derepression (activation). actives 0.09% (n = 68,000); also: % of control where 0% means no effect
#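 Derepression screen: silenced CMV-GFP reporter in murine C127i cells, 30 h compound incubation at 37 C, washed cells imaged by laser-scanning cytometer to enumerate GFP-expressing objects of 20 to 120 um.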
# Numbers without * were called inactive; i = inactive; ? = inconclusive; · = not tested or not shown; & = joins results of further samples; [ ] = dose if it differs, or a comment. Unless noted, calls follow the shape of the dose curve; as a rule, active = well fitted curve in the direction sought with a large enough effect; inconclusive = small, poorly fitted or top-dose-only effect, or another doubt; inactive = no such curve, though single readings can be large; an effect the other way counts as inactive or inconclusive. A portion of the library (hit frequency here may not be typical).
canonical_smiles | Hsp90 Hop PPI | HADH2 inh | 15-hLO inh | HBB splicing | Luciferase inh | Pol III holo inh | CRE Fsk mod | ERK AVP inh | Tau fil binding | UbGFP stabilizer | Epigenetic mod
CCOc1ccc2nc(NCCCNS(=O)(=O)c3ccccc3)c(C#N)cc2c1 | ? | 27% | -17% | · | -1% | 6% | ? | -28% | i | -6% | -2%
O=S(=O)(Cc1nc2ccccc2s1)c1ccccc1 | 0% | 3% | 0% | -2.3% | -13% | -3% | -10% | -12% | -9% | 3% | 2%
Cc1cc(C(=O)CN2C(=O)NC3(CCCc4ccccc43)C2=O)c(C)n1Cc1cccs1 (centres undefined) | -16% | -9% | -5% | -3.3% | 13µM* | 4% | -1% | -9% | 53% | 3% | 0%
c1ccc(-c2nnc(CN3CCC4(CC3)OCCO4)o2)cc1 | -1% | 13% | 0% | -0.5% | -2% | 1% | 0% | 7% | -4% | -1% | -3%
Cc1cc(C)nc(N2CCC(C(=O)Nc3ccc4c(c3)OCO4)CC2)n1 | -2% | 7% | 0% | 0.1%[57.5 µM] | 0% | 5% | -10% | 11% | -12% | -1% | -1%
O=c1[nH]nc(CSCc2ccccc2Cl)[nH]1 | -4% | -4% | 1% | -0.5% | 1% | -6% | -20% | 0% | 9% | -15% | -5%
O=C(Cc1ccc(Br)cc1)N1CCCCCC1 | -1% | 2% | 3% | 0.3% | 1% | 1% | 0% | -7% | 0% | -4% | 0%
CC(=O)N1CCc2cc(S(=O)(=O)NCCC3=CCCCC3)ccc21 | 3% | -5% | -22% | -0.1% | 2% | 1% | -7% | 8% | 16% | 2% | -1%
CCC(CC)C(=O)Nc1ccccc1NC(C)=O | 0% | 4% | 1% | -2.2% | 2% | 0% | -3% | 7% | 3% | -10% | 3%
COc1ccccc1CCn1c(=O)c(-c2cccc(Cl)c2)nc2cncnc21 | -1% | -3% | -23% | -1.0% | 1%[11.4 µM] | 16% | ? | -28% | 13µM* | -4% | 0%[9.22 µM]
COc1ccccc1NC(=O)CSc1ccc2nnc(-c3cccnc3)n2n1 | -2% | ? | 5% | 0.2% | 2% | -2% | ? | · | -10% | 13% | ·
Cc1cc(=S)cc(C)n1CCCO | -6% | -5% | 3% | -0.3% | 2% | -1% | 0% | 7% | -10% | 6% | 2%
CS(=O)(=O)Nc1cccc(-c2ccc3ncnc(NCCN4CCOCC4)c3c2)c1 | 1% | 11% | 4% | 0.7% | 0%[2.29 µM] | -6% | ? | -27% | 4% | -3% | 2%[9.22 µM]
CC1CCc2c(C(=O)N3CCN(S(=O)(=O)c4cccs4)CC3)csc2C1 (centres undefined) | 0% | -1% | -9% | -2.3% | 2% | -1% | ? | 8% | -1% | -2% | 1%
C[C@@H](c1ccccc1)N1C(=O)[C@H]2[C@@H]3[C@H](O)[C@H](O)CC(=O)[C@H]3CC[C@H]2C1=O | · | -3%&-4%[11.4 µM] | 6%&-6%[11.4 µM] | 2.4%&0.1%[9.22 µM] | 0%&-2%[11.4 µM] | · | · | 26%&10%[11.5 µM] | · | · | ·
Cc1cc(C(=O)NCC2CCCO2)n(-c2ccccc2)n1 (centres undefined) | 2% | 4% | 0% | 0.7% | 0% | -2% | 4% | 2% | 12% | -9% | -3%
CCCC(=O)NC(Nc1ccc(S(=O)(=O)Nc2cc(C)on2)cc1)(C(=O)OCC)C(F)(F)F (centres undefined) | 1% | 1% | 9% | -0.5% | 2% | -3% | ? | -2% | 4% | -2% | -1%
O=C(NC1CCCCC1)N1CCCCCCC1 | 0% | 7% | -8% | -1.8% | 0% | -2% | 1% | -6% | 8% | 1% | 2%
CC(OC(=O)CN(C)S(=O)(=O)c1ccc(Cl)cc1)C(=O)Nc1ccc(N2CCOCC2)cc1 (centres undefined) | -4% | 34%[activator] | 0% | -0.2%[57.5 µM] | 1% | 3% | -3% | -3% | -17% | 4% | 1%
Cc1ccc(F)c(NC(=O)C2CCCCC2C(=O)O)c1 (centres undefined) | -4% | 6% | -1% | -8.2% | -1% | -2% | -3% | 13% | 4% | -21% | -1%
COc1ccc(C(=O)Nc2nnc(Cc3cccs3)s2)cc1OC | 0% | 1% | 14% | -0.8% | 3% | 1% | 2% | -12% | 55% | 5% | -3%
COC(=O)Cc1ccc(NC(=O)c2cccs2)cc1 | -4% | 0% | 5% | -0.9% | ? | -3% | -1% | -5% | -3% | 6% | 2%
Cc1ccc(-c2sc(C)nc2CC(=O)O)cc1 | 1% | -3% | 15% | -0.3%[57.5 µM] | -1% | 0% | -6% | 2% | 1% | 1% | 2%
Cc1ccc(CNC(=O)C2CCCN(S(=O)(=O)c3cnc[nH]3)C2)cc1 (centres undefined) | ? | 13% | 0% | -0.3% | 1% | -2% | -1% | 37% | 13% | 21% | -5%
COc1ccc(CNc2ccnc(-c3ccccc3CN(C)C)n2)c(OC)c1 | -10% | 8% | 10% | -0.2% | 2%[2.29 µM] | -8% | 3% | -8% | 5% | -2% | -3%[9.22 µM]

# Entries of single compounds, looked up by structure. Values in the order: Hsp90 Hop PPI	HADH2 inh	15-hLO inh	HBB splicing	Luciferase inh	Pol III holo inh	CRE Fsk mod	ERK AVP inh	Tau fil binding	UbGFP stabilizer	Epigenetic mod
# Cc1ccc(F)c(NC(=O)C2CCCCC2C(=O)O)c1 (centres undefined) as listed: -4%	6%	-1%	-8.2%	-1%	-2%	-3%	13%	4%	-21%	-1%
# CC1CCc2c(C(=O)N3CCN(S(=O)(=O)c4cccs4)CC3)csc2C1 (centres undefined) as listed: 0%	-1%	-9%	-2.3%	2%	-1%	?	8%	-1%	-2%	1%
# Cc1cc(=S)cc(C)n1CCCO as listed: -6%	-5%	3%	-0.3%	2%	-1%	0%	7%	-10%	6%	2%

# (continued)
# Below each SMILES – Hsp90 Hop PPI, HADH2 inh, 15-hLO inh, HBB splicing, Luciferase inh, Pol III holo inh, CRE Fsk mod, ERK AVP inh, Tau fil binding, UbGFP stabilizer, Epigenetic mod
CC1=C(C(=O)OC(C)(C)C)C(c2ccco2)C(C#N)=C(N)O1 (centres undefined)
 : 0%, 1%, -3%, 0.0%, 1%, -2%, 0%, -9%, 8%, -5%, 4%
O=C(NCC1CCCO1)c1c(O)c2cccc3c2n(c1=O)CCC3 (centres undefined)
 : -3%, 6%, -8%, ·, 1%, 1%, 11%, -16%, 8%, 1%, 0%
CCOc1ccccc1Nc1ncnc2c1cnn2-c1ccccc1
 : 24%, -6%, 4%, -0.2%, -6%, 2%, ?, ·, -3%, -9%, ·
CC1=NC(C(F)(F)F)(C(F)(F)F)C(C#N)=C(C)N1
 : -2%, 3%, 6%, -2.1%, 1%, 0%, -5%, 6%, 18%, -1%, 5%
Cc1ccc(N2CC(c3nc4ccccc4[nH]3)CC2=O)c(C)c1 (centres undefined)
 : -4%, 5%, 2%, 0.5%, -2%, -1%, 5%, ·, 0%, 1%, ·
CSC1=N/C(=C\c2ccc(C)o2)C(=O)S1
 : -29%, ?, ?, -3.6%, -5%, -2%, -5%, -14%, ?, 3%, 1%
Cc1cccc(-c2nc(CN3CCCC(C(=O)NC4CCCCC4)C3)c(C)o2)c1 (centres undefined)
 : -1%, -6%, -28%, -0.7%, 0%, -4%, -5%, 13%, 20%, -8%, -1%
O=c1oc2ccccc2cc1NCc1ccccc1O
 : -8%, -12%, -25%, -0.2%, -14%, 1%, 14%, ?, -8%, -7%, -2%
O=C(Nc1nccs1)c1ccc(CSc2nnnn2-c2ccccc2)cc1
 : -4%, -2%, -2%, -0.3%, -2%, 2%, 4%, -21%, 81%, -5%, -3%
N=c1c(C(=O)NCc2ccc(F)cc2)cc2c(=O)n3ccccc3nc2n1CCCN1CCOCC1
 : 0%, -27%, 3%, -1.0%[1.84 µM], 2%, -4%, 2.5µM*, 8%, 0.79µM*, 30%, 3%
